Bioassay records deposited in PubChem BioAssay by National Center for Advancing Translational Sciences (NCATS).
ASM inhibitor: inhibitors of human secretory acid sphingomyelinase; P17405; placental ASM, HMU-PC fluorogenic substrate, 60 min; Potency, µM (series often up to 57.5 µM), for inactives: at the top dose activity change, negative = inhibition, usual class: inhibitors; actives 0.006% (n = 340,000); also: potency is read from the fitted curve at half-maximal effect
Target sequence (P17405 47-631 limits assumed): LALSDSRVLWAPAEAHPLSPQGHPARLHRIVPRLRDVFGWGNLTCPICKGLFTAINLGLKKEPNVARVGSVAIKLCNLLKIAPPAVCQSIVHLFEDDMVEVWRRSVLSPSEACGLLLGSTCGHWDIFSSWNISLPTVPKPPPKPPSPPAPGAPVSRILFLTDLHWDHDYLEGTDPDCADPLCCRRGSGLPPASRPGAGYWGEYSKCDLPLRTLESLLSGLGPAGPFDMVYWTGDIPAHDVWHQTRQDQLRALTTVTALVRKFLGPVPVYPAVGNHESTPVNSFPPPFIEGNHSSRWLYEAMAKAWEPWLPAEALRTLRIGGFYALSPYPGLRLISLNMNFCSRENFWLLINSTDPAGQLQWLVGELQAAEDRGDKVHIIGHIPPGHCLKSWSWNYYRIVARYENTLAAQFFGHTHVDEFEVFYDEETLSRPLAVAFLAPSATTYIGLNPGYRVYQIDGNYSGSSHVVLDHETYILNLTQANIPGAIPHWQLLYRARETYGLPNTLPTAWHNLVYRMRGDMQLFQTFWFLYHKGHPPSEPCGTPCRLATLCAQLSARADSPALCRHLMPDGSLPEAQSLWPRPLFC
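Fluorogenic HMU-PC substrate (9 uM final) is turned over by placental ASM in 60 min at 37 C after a 10 min compound preincubation. Reaction ended by alkaline stop (pH 10), with fluorescence read at 386/447 nm.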
Menin MLL FP TR: displaces Texas Red mutant MLL peptide from human menin. O00255. Menin + Texas Red MLL mutant peptide, fluorescence polarization. Potency, µM (top dose mostly 61.6 µM), without a hit: at the top dose FP activity change, negative = inhibition, hits mostly inhibitors. actives 0.23% (n = 270,000). AID 1768; active = well fitted inhibition curve with a large enough effect in the polarisation, with a control signal flat, not every such curve was filed as active; inconclusive = small, poorly fitted or top-dose-only effect, or effect the other way, or a change in a side signal; inactive = no such curve, though single readings can be large or run the other way; the % refers to the polarisation; also: potency is read from the fitted curve at half-maximal effect; % of control where 0% means no effect; many of its hits are not listed in these tables
Coupling enz: inhibits coupling enzyme system, counter-screen for aldolase hits | AID 2472 | activity change, negative = inhibition, % at 58.2 µM, hits read low | coupling enzyme system counterscreen, AmpLite Red fluorescence | actives 0.67% (n = 290,000); in the data active = activity change below about -30%; also: % is scaled to controls: 0 for no effect and ±100 for the full control effect
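Counterscreen lacking aldolase: glyceraldehyde-3-phosphate coupling-enzyme reagent preincubated 10 min at RT with compound (at 57.5 uM final), then substrate/coupling system with AmpLite Red added; fluorescence read at 525/598 nm after 20 min RT.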
Giardia kill: kills Giardia lamblia | Giardia lamblia trophozoite viability | activity change, % at 7.66 µM, hits read low | actives 0.15% (n = 340,000) | AID 540267; in the data active = activity change below about -80%; inconclusive = between about -30% and that limit;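 also: parasites exposed to compound for two days anaerobically before the ATP read; % is scaled to controls: 0 for no effect and ±100 for the full control effect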
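Killing of trophozoites was scored by loss of ATP luminescence after a 48 hrs anaerobic exposure to compounds at 37 deg C, using 100 cells per well.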
PKM2 act: activators of human pyruvate kinase M2 | P14618 | purified PKM2, Kinase-Glo ATP luminescence, activation; response scale: 0% is enzyme alone, no compound | Potency, µM (highest dose often 57.5 µM), for the others: at the highest dose activation, actives largely listed as activators | AID 1631 | actives 0.34% (n = 260,000); also: potency is read from the fitted curve at half-maximal effect; % is scaled to controls: 0 for no effect and ±100 for the full control effect; nearly all actives have a fitted effect of over 55% in size
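ATP formation by purified human PK-M2, quantified via coupled luciferase luminescence after 1 h at room temperature with 0.1 mM ADP and 0.5 mM PEP final.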
TSG101-PTAP inh: blocks PTAP/TSG101 interaction to inhibit HIV-1 budding. Fluorescence polarization, FITC-PTAP peptide / Tsg101 binding. 340,000 tested, under 10 active. Potency, µM (series often up to 115 µM), without a hit: top-dose activity change, negative = inhibition, hits mostly inhibitors; active = well fitted inhibition curve with a large enough effect in the main read-out, with a control signal flat, not every such curve was filed as active; inconclusive = small, poorly fitted or top-dose-only effect, or effect the other way, or a change in a side signal; inactive = no such curve, though single readings can be large or run the other way; also: potency is read from the fitted curve at half-maximal effect; % of control where 0% means no effect
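Steps: Tsg101 binding domain dispensed (10 uM final), compounds pinned in DMSO, FITC-labeled PTAP-motif peptide added (50 nM final); after 20 min binding at room temperature, polarization measured.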
GALK inhibitor: blocks human galactokinase activity; Purified GALK, Kinase-Glo residual ATP luminescence; Potency, µM (series often up to 57.5 µM), for the others: top-dose activity change, negative = inhibition, usual class: inhibitors; actives 0.007% (n = 270,000); AID 1868; also: potency is read from the fitted curve at half-maximal effect; % is scaled to controls: 0 for no effect and ±100 for the full control effect
Target sequence (P51570 whole entry, looked up): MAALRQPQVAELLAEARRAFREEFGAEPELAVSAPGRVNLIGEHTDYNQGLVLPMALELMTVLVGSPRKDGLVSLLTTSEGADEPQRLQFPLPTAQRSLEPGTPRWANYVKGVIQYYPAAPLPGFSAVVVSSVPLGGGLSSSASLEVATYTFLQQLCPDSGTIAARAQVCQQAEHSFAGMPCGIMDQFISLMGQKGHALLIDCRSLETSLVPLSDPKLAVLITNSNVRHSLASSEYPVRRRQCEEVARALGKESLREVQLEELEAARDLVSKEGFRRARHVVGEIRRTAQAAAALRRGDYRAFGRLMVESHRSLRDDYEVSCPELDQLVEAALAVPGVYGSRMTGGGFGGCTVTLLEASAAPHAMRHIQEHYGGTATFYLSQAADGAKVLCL
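Kinase-Glo Plus luminescence measured ATP left after a 1 h room-temperature reaction. The reaction used 5 nM GALK, 100 uM galactose and 35 uM ATP at pH 8.0 (20 mM HEPES, 5 mM MgCl2, 60 mM NaCl, 1 mM DTT, 0.01% BSA).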
a7 integrin act: activates integrin-mediated alleviation for muscular dystrophy; alpha7betagal myoblasts, beta-gal FDG fluorescence, 48 h; actives 0.064% (n = 350,000); Potency, µM (series often up to 38.3 µM), for the others: at the top dose activation, most hits filed as activators;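 also: potency is read from the fitted curve at half-maximal effect; 100% = response of the positive control SU9516; nearly all actives have a fitted effect of over 60% in size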
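alpha7betagal+/- myoblasts (passage 13, 250/well) treated 48 h at 37C with compounds at 1:260 dilution of DMSO stock. Lysed, then beta-galactosidase activity read as FDG fluorescence (ex 480/em 540) after 30 min, with pre-read for autofluorescence.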
B2AR arrestin: recruits beta-arrestin to the human beta2-adrenergic receptor; P07550; beta-arrestin recruitment to beta2AR, cell-based reporter; Potency, µM (highest dose often 46.1 µM), without a hit: top-dose activation, actives largely listed as activators; actives 0.02% (n = 330,000); AID 492947;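 also: potency is read from the fitted curve at half-maximal effect; 0% = DMSO controls and full agonism = EC100 isoproterenol or metaproterenol; nearly all actives have a fitted effect of over 65% in size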
Tb PFK block: T. brucei PFK enzyme inhibition. O15648. Potency, µM (highest dose often 57.5 µM), for inactives: at the highest dose activity, negative = inhibition, most hits filed as inhibitors. actives 0.17% (n = 330,000). T. brucei PFK, ADP-Glo luminescence;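 also: potency is read from the fitted curve at half-maximal effect; 0% = uninhibited 1x PFK enzyme wells and -100% = no-enzyme wells; nearly all actives have a fitted effect of over 60% in size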
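Luminescent ADP detection (ADP-Glo, two-step: ATP depletion then ADP-to-ATP conversion for luciferase) reported PFK activity after 45 min room-temperature reaction of 1.25 nM enzyme with 0.5 mM F6P and 0.1 mM ATP at pH 8.0.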
Chronic BCR inh: inhibitors of chronic active B-cell receptor signaling. Potency, µM (titrated, usually from 46.1 µM), for the others: at the top dose ratio change, negative = lower green/red ratio, most hits filed as inhibitors. AID 493014. actives 0.05% (n = 340,000). ABC-DLBCL IkBa-CBG/CBR reporter, luminescence ratio, 4 h; active = well fitted inhibition curve with a large enough effect in the signal ratio, with a control signal flat, not every such curve was filed as active; inconclusive = small, poorly fitted or top-dose-only effect, or effect the other way, or a change in a side signal; the % refers to the signal ratio;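 also: potency is read from the fitted curve at half-maximal effect; plate controls were basal doxycycline-induced cells for no effect and cells given 10 µM MG132 for full effect; MG132 reads +100%, hits lower the ratio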
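TMD8 human ABC-DLBCL cells with doxycycline-inducible IκBα–green luciferase fusion and unfused red luciferase, in 0.5% FBS medium; compounds up to 46 uM, 4 h at 37C. Green/red luminescence ratio, filter-overlap corrected, fitted to concentration-response curves.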
* marks the source's active call; other numbers are inactive results; ? = inconclusive; nt = not tested or not shown; & = joins results of further samples; [ ] = another dose, or the depositor's remark. Unless noted, calls follow the shape of the dose curve; as a rule, active = well fitted curve in the direction sought with a large enough effect; inconclusive = small, poorly fitted or top-dose-only effect, or another doubt; inactive = no such curve, though single readings can be large; an effect the other way counts as inactive or inconclusive. The list is partial; count on the stated rates, not on these rows.

SMILES	ASM inhibitor	Menin MLL FP TR	Coupling enz	Giardia kill	PKM2 act	TSG101-PTAP inh	GALK inhibitor	a7 integrin act	B2AR arrestin	Tb PFK block	Chronic BCR inh
CCn1c2ccccc2c2nnc(SCC(=O)Nc3ncccn3)nc21	-3%	-2%	1	6	0%	-4%	0%	4%	-0.5%	-2%	-3%
COc1cc(Cl)c(C)cc1NC(=O)COC(=O)c1ccc(CN2CCCC2=O)cc1	1%	nt	nt	-26	nt	0%	nt	0%	-0.2%	-1%	-1%
CCOC(=O)C1=C[C@]2(CC)CCCN3CCc4c(n1c1ccccc41)[C@@H]32	5%	?	-3	11	-13%	0%	-3%	nt	-1.5%	-2%	?
C/C(=N\NC(=O)C1COc2ccccc2O1)c1cc2ccccc2o1 (stereo not drawn)	-2%	-13%	-1	0	2%	-3%	12%	-16%	-0.5%	-3%	7%
c1ccc(-n2ncc3c(N4CCCCC4)ncnc32)cc1	0%	-8%[11.7 µM]	2	?	-24%	-3%	2%	17%	0.4%	-2%	?
Cc1c(Cl)cccc1NC(=O)CSc1ccc(-c2cccnc2)nn1	-2%	15%	0	-8	7%	0%	-1%	8%	-0.1%	0%	-4%
O=C(CSC1=NS(=O)(=O)c2cc(F)ccc2N1)NCc1ccc(F)cc1	0%	nt	nt	-15	nt	0%	nt	0%	-0.1%	10%	-3%
COc1ccc(CCNc2cc(N3CCN(C(=O)c4ccc(C)cc4)CC3)ccc2[N+](=O)[O-])cc1OC	nt	-12%	0	nt	0%	nt	1%	nt	-0.6%	2%	8%
O=C(Cn1ncc2c(=O)oc3ccccc3c21)Nc1nc2ccccc2s1	nt	-1%	0	nt	4%	nt	-3%	nt	-0.4%	-9%	5%
CCOC(=O)C1C(=O)CC(C)(O)C(C(=O)OCC)C1c1ccc(OC)cc1 (stereo not drawn)	-2%	3%	0	-4	-3%	-7%	1%	-2%	nt	nt	nt
CCn1c(SCc2ccc(C(=O)OC)o2)nnc1-c1c[nH]c2ccccc12	-3%	-8%	1	3	-13%	-3%	2%	0%	0.1%	0%	2%
Cc1ccc2c(c1)N(CC(=O)Nc1c(C)cccc1C)C(=O)c1cccnc1O2	-4%	-2%	0	0	nt	0%	2%	16%	0.2%	-2%	-5%
COC(=O)c1ccccc1OC(=O)c1cc[n+]([O-])cc1	-1%	5%	-1	8	-1%	1%	1%	-6%	0.0%	5%	4%
CC[C@@]12C(=O)N(c3ccc(OC)cc3)C(=O)N1[C@H](c1cccc(C)c1)[C@@H]1C(=O)N(Cc3ccccc3)C(=O)[C@@H]12	-12%	33%[activator]	0	-14	-1%	1%	nt	1%	0.5%	-1%	?
CCN1CCN(CC(=O)N2c3ccccc3CC2C)CC1 (stereo not drawn)	-2%	16%	3	1	-1%	-2%	0%	11%	-1.2%	1%	-15%
CC1C(=O)Nc2ccccc2N1C(=O)c1cccc(C(F)(F)F)c1 (stereo not drawn)	1%	-10%	4	-23	nt	-8%	-3%	1%	0.0%	0%	-15%
Cc1ccc(-c2csc(NC(=O)c3cnccn3)n2)cc1C	1%	-4%	3	-8	1%	-3%	-1%	10%	-0.5%	0%	6%
COc1ccccc1/C=C/c1nc(S(=O)(=O)c2ccccc2)c(N(C)C)o1	nt	8%	-2	-12	0%[0.46 µM]	-6%	-3%	-41%	-0.4%	0%	1%
Cc1c(C)n(CCCN(C)C)c2ncnc(Nc3ccc(F)cc3)c12	4%	-2%	-4	-3	nt	-4%	nt	-47%[inhibitor]	-0.7%	-21%	?
CCOC(=O)c1c(C)[nH]c(C(=O)NCc2ccccn2)c1C	-2%	nt	nt	-7	nt	-2%	nt	?	-0.3%	0%	8%
CCC(Sc1ncccn1)C(=O)Nc1cc(C)on1 (stereo not drawn)	3%	20%	2	6	-1%	-1%	1%	-5%	-0.5%	-1%	1%
Cc1ccccc1OCC(=O)Nc1ccc2c(c1)ncn2C	4%	nt	nt	-12	nt	-1%	nt	8%	0.0%	5%	-10%
CC(=O)c1ccc(Cl)c(Cl)c1Cl	0%	nt	nt	11	nt	1%	nt	nt	0.0%	-2%	-1%
CC(C)c1nc(SCC(=O)N2CCCCCC2)c2c(=O)n(C)c(=O)n(C)c2n1	-3%	nt	nt	25	10%	0%	7%	-30%	-0.2%	0%	9%
O=C(CSc1nnc(-c2ccc(C(F)(F)F)cn2)o1)Nc1cccc(Cl)c1	0%	nt	2	-6	3%	-3%	-2%	11%	-0.3%	2%	?
Cn1c(SCC(=O)c2ccc3c(c2)OCCO3)nnc1C1CC1	0%	7%	3	2	2%	-17%	0%	-21%	3.3%	-4%	?
Cc1nc2ccccc2c(=O)n1/N=C/c1ccc(F)cc1	-1%	8%	-1	-20	nt	0%	0%	0%	0.1%	1%	-1%
CSc1ncccc1C(=O)OCC(=O)N1CCN(S(=O)(=O)c2ccc(C)cc2C)CC1	-6%	nt	nt	-8	nt	0%	nt	-7%	0.1%	3%	-5%
Cc1cc(C(=O)COC(=O)/C=C/c2ccc(F)cc2)c(C)n1C	2%	nt	nt	2	nt	-5%	nt	11%	0.1%	-9%	?
Cc1ccc(CN(C)C(=O)c2cccc(S(=O)(=O)N3CCc4ccccc4C3)c2)o1	0%	nt	nt	-7	nt	-2%	nt	3%	6.8%	?	-10%
CCN1C(=O)/C(=C/C=C2\N(CC)c3cc(S(=O)(=O)N(C)C)ccc3N2c2ccccc2)SC1=S	-24%	nt	-12	33[activator]	-31%	?	12%	3%	-0.9%	-6%	0%
CC(=O)Nc1ccc(/C=N/NC(=O)CNS(=O)(=O)c2ccccc2)cc1	-1%	-2%	2	5	-5%	-1%	-2%	-33%	-1.1%	-4%	-4%
CCN(CC(=O)Nc1c(F)cccc1F)C(=O)c1ccc(NC(=O)CC2SC(N3CCCC3)=NC2=O)cc1 (stereo not drawn)	1%	nt	nt	9	nt	-8%	nt	-9%	0.0%	0%	-3%
O=C(CCC(=O)c1cccs1)c1cccs1	3%	?	3	4	-6%	5%	0%	-50%[inhibitor]	-0.4%	-4%	?
Cc1ccc(C(c2sc3nc(C)nn3c2O)N2CCN(CCO)CC2)cc1 (stereo not drawn)	0%	nt	1	10	2%	-5%	0%	12%	-0.3%	10%	-1%
CCc1ccc(NC(=O)Cn2ccn(-c3cccc(Cl)c3)c(=O)c2=O)cc1	2%	?	2	2	?	0%	nt	3%	-0.7%	0%	0%
CC(=O)Oc1c(C)c(C)c2c(c1C)CCC(C)(CCCC(C)CCCC(C)CCCC(C)C)O2 (stereo not drawn)	-9%	?	2&4&-2	9	nt	-3%	nt	nt	-0.1%	-2%	-1%
CN(CC(CC(=O)Nc1nncs1)c1ccccc1)S(=O)(=O)c1ccc(Br)cc1 (stereo not drawn)	3%	-12%[11.7 µM]	-1	3	2%	-3%	1%	26%	0.3%	-6%	?
CCOc1ccc(NC(=O)CN(c2ccc(C)cc2)S(=O)(=O)c2c(C)nn(C)c2C)cc1	2%	nt	nt	1	nt	0%	-4%	40%	-1.2%	1%	1%
CCC1(CC)NC(=O)N(CC(=O)N2CCN(c3ccccc3F)CC2)C1=O	2%	nt	nt	7	nt	-3%	nt	?	-0.1%	0%	0%
COc1cccc(CNC(=O)CCS(=O)(=O)Cc2ccc(C)cc2)c1	-3%	nt	nt	3	nt	-6%	0%	-22%	-0.1%	-1%	-1%
Cc1cc(=O)oc2c(C)c(OC(C)C(=O)NC(Cc3c[nH]c4ccc(O)cc34)C(=O)O)ccc12 (stereo not drawn)	86%[activator]	13%	-9	2	0%	1%	nt	-14%	-0.5%	-3%	3%
CC1CN(CCOCCOc2ccccc2-c2ccccc2)CC(C)O1 (stereo not drawn)	5%	3%	-2	-11	5%	-2%	-1%	-17%	-1.1%	-8%	-1%
COc1ccccc1-n1cnc2cc(C(=O)N3CCOCC3)ccc21	1%	nt	nt	-22	nt	-2%	5%	24%	0.3%	-18%	?
CCOC(=O)C1(Cc2cccc(Cl)c2)CCCN(C(=O)c2cc(C)[nH]n2)C1 (stereo not drawn)	nt	nt	nt	6	-1%	-2%	-2%	11%	-0.6%	0%	-2%
O=C(NCC1CCCN(C(=O)Cc2ccccc2Cl)C1)c1ccc(F)cc1 (stereo not drawn)	2%	nt	nt	7	nt	-4%	4%	-13%	0.3%	-5%	0%
COc1ccc(CNC(=O)C[C@H]2C[C@H](C(=O)N3CCCCC3)[C@@]3(CCc4ccccc4)c4[nH]c5cc(-c6ccco6)ccc5c4CCN3C2=O)cc1OC	?	nt	nt	2	nt	-1%	nt	-2%	1.0%	2%	3%
O=C(CSc1ccc(-c2ccccc2)nn1)N1CCN(c2ccccc2)CC1	0%	-15%	-10	-25	-11%	-2%	0%	-19%	-0.1%	-5%	-2%
